# From PubChem BioAssay
# P. falciparum M17LAP = P. falciparum M17LAP inhibitors, primary screen, biochemical, fluorogenic H-Leu-NHMec substrate, 1536-well (AID 1619); Leucine aminopeptidase (Plasmodium falciparum (isolate 3D7)); recombinant M17LAP, H-Leu-NHMec fluorogenic kinetic assay; higher % means a stronger effect; inhibition, % at 30 µM; hits with a dose series show IC50 in µM; 220,000 tested, 0.38% active;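 active means compound inhibiting the enzyme by more than half at any dose during confirmatory dose-response retesting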;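 further: plate controls were full reaction with DMSO carrier for no effect and no enzyme background for full effect; strong numbers were not always called active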
# P. falciparum M1AAP = P. falciparum M1AAP inhibitors, biochemical, fluorogenic H-Leu-NHMec substrate, 1536-well (AID 1445) | inhibition, % at 30 µM, or IC50 in µM where a hit was titrated | recombinant M1AAP, H-Leu-NHMec fluorogenic kinetic assay; higher % means a stronger effect | 220,000 tested, 0.42% active | Aminopeptidase N (Plasmodium falciparum (isolate 3D7));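 active means primary inhibition above the hit cutoff, then over 50% inhibition at one or more dose response concentrations, cut at about 23% in these data, passing the limit was not always enough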;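 further: plate controls were DMSO full reaction for no effect and no enzyme background for full effect; strong numbers were not always called active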
# Ins promoter up = insulin promoter activators in MIN6 cells, imaging, high-content screening, mouse beta cells; MIN6 insulin promoter-GFP reporter; hits give high values; z-score at 5 µM; AID 1625, 2009; 190,000 tested, 0.3% active;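 active means z-score above 3 at 5 µM with at least 500 cells counted in the well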
# Autophagy HCS = autophagy modulators in MEF cells, primary screen, imaging, high-content, MEF GFP-LC3 | MEF GFP-LC3 puncta imaging; test concentration mostly 10 µM | 190,000 tested, 0.98% active | calls only at 10 µM (by protocol);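 active means percentage of spot-positive cells more than 3 SD above its plate mean, without a fluorescence outlier flag or 80% toxicity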;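 further: spot-positive cell cutoff set from DMSO-treated cells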
# b-catenin transl = modulators of beta-catenin nuclear translocation, primary screen, imaging, HeLa cells, immunofluorescence, high-content. nuclear translocation activity, % at 5 µM. 190,000 tested, 0.3% active. AID 1665, 2009;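 active means nuclear translocation activity above 50% at 5 µM, with a well cell count of 50 or more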;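 further: per-cell ratio of nuclear to cytoplasmic median beta-catenin stain intensity; plate controls were DMSO negative control for no effect and GSK-3 inhibitor IX positive control for full effect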
#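 System: Human HeLa cells, endogenous beta-catenin | Compound dosing: 5 µM primary, 0.02–20 µM confirmation | Timing: 24 h compound exposure at 37°C, 5% CO2 | Measured by: Fluorescence imaging of beta-catenin antibody stain plus DAPI | Read-out basis: % activation of per-cell nuclear versus cytoplasmic median beta-catenin signal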
# Dynein transport = inhibitors of GR-EGFP nuclear translocation, primary screen, dynein cargo transport inhibitor project, imaging, high-content, 3617.4 mouse cells; test concentration mostly 20 µM; stimulated with dexamethasone, 1 µM; hits give low values; z-score, hits read low; 220,000 tested, 0.47% active;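 active means plate z-score of nuclear minus cytoplasmic receptor signal below a set negative limit, without overly bright fluorescence or cell loss, cut at about -3.5 in these data, passing the limit was not always enough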;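 further: z-score of nuclear minus cytoplasmic ring GR-EGFP intensity difference per well; some compounds called inactive have numbers as strong as hits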
#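 Buffer or medium – tet-free medium with charcoal-stripped serum · Signal – automated 10x imaging of fixed Hoechst-stained cells · Also added – dexamethasone agonist, 1.0 µM final, for 30 min · Incubation – induction 48 h, compound 1 h, agonist 30 min · Read-out – GR-EGFP nuclear translocation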
# ER stress rescue = rescue of cells from ER stress-induced death, primary screen, 384-well, CSM14.1, thapsigargin, ATP luminescence (AID 1222). CSM14.1 thapsigargin-induced death rescue, ATP luminescence; higher % means a stronger effect. cellular ATP content (survival), % at 20 µM, or EC50 in µM where a hit was titrated. 190,000 tested, under 10 active;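 active means EC50 below 50 µM in the dose-response confirmation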;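 further: death triggered by thapsigargin at about 15 µM added after 2 h compound pretreatment; cell ATP read after overnight thapsigargin exposure of roughly 18 to 22 hours; normalized against plate controls of thapsigargin alone and 5% DMSO vehicle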
# UTI89 phage lysis = inhibition of K1F phage lysis, E. coli UTI89, bacterial capsule biogenesis inhibitors, alamar blue (AID 488966). 340,000 tested, 0.02% active. inhibition, % at 100 µM; hits with a dose series show IC50 in µM. E. coli UTI89 K1F phage lysis, alamar blue, 2 h; higher % means a stronger effect;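 active means phage lysis inhibition, versus mean bacterial control, above a set limit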;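 further: capsule biogenesis inhibitors block K1F phage lysis so surviving cells raise fluorescence; higher fluorescence means more inhibition of phage lysis; actives were called in the ten point dose series up to 300 µM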
# MT stabilize HCS = microtubule stabilizers in HeLa cells, primary screen, imaging, high-content imaging. HeLa tubulin immunostaining HCS, 24 h; share of cells brighter than vehicle mean+2SD. % tubulin-high responders, % at 10 µM. 200,000 tested, 0.83% active;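 active means plate Z-score above 3 for both tubulin-high and condensed-nucleus cell shares, with cell loss under 80%, at 10 µM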;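 further: anti alpha tubulin signal scored within the nucleus-defined area of each cell; some results filed as inactive read as strong as hits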
# Dynein transport cytoplasmic EGFP = second read-out of Dynein transport, no call of its own (marks repeat the call); z-score; measured here: cytoplasmic GR-EGFP intensity; hits give high values
# Dynein transport nuclear GR-EGFP = second read-out of Dynein transport, no call of its own (marks repeat the call); z-score; measured here: nuclear GR-EGFP intensity;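 lower value marks the stronger effect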
# Dynein transport cell count = second read-out of Dynein transport, no call of its own (marks repeat the call); z-score; measured here: cell count per field
# Ins promoter up cell count = further read-out of Ins promoter up, marked with its call; cell count; measured here: cytotoxicity, nuclei count;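 total cells summed across four imaged fields per well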
# b-catenin transl cell count 5 µM = recorded beside b-catenin transl, whose call it bears; cell count; measured here: cell count, cytotoxicity flag
# MT stabilize HCS Hoechst-high % = recorded beside MT stabilize HCS, whose call it bears; % Hoechst-high responders; measured here: nuclear condensation Hoechst responders;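 share of cells brighter than vehicle mean plus two SD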
# MT stabilize HCS cytotoxicity % = also measured in MT stabilize HCS; calls as there; toxicity, %; measured here: cytotoxicity by cell density;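 0% = mean cell density of plate MIN control wells and 100% = no cells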
# Autophagy HCS cell loss 18 h = second read-out of Autophagy HCS, no call of its own (marks repeat the call); toxicity, %; measured here: cell loss, nuclei count;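 cell loss after 18 h compound exposure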
# Starred values were filed as active, the others as inactive; i = inactive; / = no result given; [ ] = dose if it differs, or a comment.
SMILES,P. falciparum M17LAP,P. falciparum M1AAP,Ins promoter up,Ins promoter up cell count,Autophagy HCS,Autophagy HCS cell loss 18 h,b-catenin transl,b-catenin transl cell count 5 µM,Dynein transport,Dynein transport cytoplasmic EGFP,Dynein transport nuclear GR-EGFP,Dynein transport cell count,ER stress rescue,UTI89 phage lysis,MT stabilize HCS,MT stabilize HCS Hoechst-high %,MT stabilize HCS cytotoxicity %
CCCCN(Cc1ccccc1)S(=O)(=O)c1cc(Br)cc2c1N(C(C)=O)C(C)C2 (stereo unspecified),-2%,8%,-2,1015,i,6,9.9,1059,0.47,-0.21,0.22,-0.074,-4.3%,3.1%,1.6,1.6,6.4
Cc1ccc(Oc2ccc(-c3nc(N)nc(N)n3)cc2)cc1C,-6%,5%,1.1,860,i,0,/,/,-0.45,-0.21,-0.25,0.92,-0.7%,0.0%,2.5,2.3,6.5
COC(=O)C1=C(C)N(C2CCCCC2)C(=O)/C1=C\c1cccs1,3%,0%,/,/,i,-23,-1.4,619,0.065,-0.018,0.21,0.092,-0.8%,/,3.0,1.7,6.0
COc1ccc(COCC(O)CN(Cc2ccccc2)C(C)C)cc1OC (stereo unspecified),-1%,4%,-0.11,1378,i,8,-4.5,1066,-0.28,-0.17,0.15,-0.029,-0.4%,-0.6%,3.5,1.6,7.9
Cc1c(NC(=O)c2ccc(Cl)nc2)cccc1-c1nc2cccnc2s1,-1%,2%,-0.11,1044,/,/,1.6,1323,-0.76,-0.19,-0.06,1.4,/,0.4%[50 µM],/,/,/
COc1ccccc1OCC(=O)Nc1ccc(S(=O)(=O)N2CCCCCC2)cc1,-6%,7%,-1.1,964,i,-16,3.2,758,-0.34,-0.081,-0.036,-0.2,2.0%,5.0%,2.5,2.5,7.2
Cc1cc2c(ncn2Cc2ccccc2)c(NS(C)(=O)=O)c1C,-4%,2%,0.15,1846,i,4,0.3,1065,-0.16,-0.13,-0.35,-0.23,1.7%,0.8%,2.3,1.5,4.5
Cn1nc(-c2ccc(C(=O)O)cc2)c2ccccc2c1=O,7%,-1%,-0.71,979,i,0,/,/,0.0078,0.1,0.13,0.25,-0.5%,-0.1%,1.4,2.0,9.0
CSc1nnc(-c2ccc([N+](=O)[O-])cc2)o1,10%,3%,-0.54,1641,i,-3,-0.5,952,1.7,-0.33,1.2,0.048,1.9%,-0.6%,2.8,1.6,5.1
Cn1c(=O)cc(SCC(=O)N2CCN(c3ccccn3)CC2)c2ccccc21,6%,2%,-1.1,1429,i,7,2.6,1462,-0.26,0.65,0.12,0.49,-1.1%,0.2%,4.8,4.5,7.7
CC1COc2ccccc2N1S(=O)(=O)c1ccc(Cl)cc1 (stereo unspecified),-9%,-2%,0.24,1234,i,1,4.1,1146,0.2,-0.072,0.16,-0.37,/,-0.3%,3.3,1.0,1.2
CCOC(=O)CN(C(=O)COc1nc(-c2ccccc2)cc(C)c1C#N)c1ccccc1C,-1%,7%,-0.27,1092,/,/,-0.7,1303,0.59,-0.25,0.068,-0.8,/,/,/,/,/

# Individual results from the entries so far:
# Result for Cc1ccc(Oc2ccc(-c3nc(N)nc(N)n3)cc2)cc1C in Autophagy HCS cell loss 18 h: 0
# Result for Cc1cc2c(ncn2Cc2ccccc2)c(NS(C)(=O)=O)c1C in Ins promoter up cell count: 1846
# Result for COc1ccc(COCC(O)CN(Cc2ccccc2)C(C)C)cc1OC (stereo unspecified) in P. falciparum M1AAP: 4%
# Result for Cc1c(NC(=O)c2ccc(Cl)nc2)cccc1-c1nc2cccnc2s1 in b-catenin transl: 1.6
# Result for Cn1c(=O)cc(SCC(=O)N2CCN(c3ccccn3)CC2)c2ccccc21 in Ins promoter up cell count: 1429

# More results
SMILES,P. falciparum M17LAP,P. falciparum M1AAP,Ins promoter up,Ins promoter up cell count,Autophagy HCS,Autophagy HCS cell loss 18 h,b-catenin transl,b-catenin transl cell count 5 µM,Dynein transport,Dynein transport cytoplasmic EGFP,Dynein transport nuclear GR-EGFP,Dynein transport cell count,ER stress rescue,UTI89 phage lysis,MT stabilize HCS,MT stabilize HCS Hoechst-high %,MT stabilize HCS cytotoxicity %
COCCCNC(=O)/C(C#N)=C/c1cc(C)[nH]c1C,33%,15%,0.09,1413,i,1,1.8,1503,-1.1,-0.11,-0.43,0.48,-1.5%,-0.7%,3.6,2.9,6.3
O=C(COC(=O)c1ccccn1)NCc1ccccc1,4%,-6%,0.51,1671,i,3,-3.7,1144,/,/,/,/,2.1%,0.3%,1.5,2.1,4.6
CCCNC(=O)c1ccccc1C(=O)NC1(C(=O)NCCC)CCCC1,3%,1%,0.13,792,/,/,-0.8,1306,0.089,-0.27,0.55,0.34,/,0.3%,/,/,/
Cc1ccc(CNC(=O)CCC2CCCN(Cc3c(C)nn(C(C)C)c3C)C2)o1 (stereo unspecified),1%,11%,/,/,i,-3,-3.6,1068,-0.21,-0.086,-0.096,-1.3,-1.9%,0.0%,2.8,2.5,5.4
COc1ccc(CCNC(=S)N2CCC(Cc3ccccc3)CC2)cc1OC,2%,9%,-0.47,1467,i,-29,1.0,1098,-1.4,-0.043,-0.72,0.32,3.1%,0.4%,2.8,1.8,7.9
COc1ccc(CCCc2nnc(SCC(=O)Nc3cc(C)c(C)cc3Br)o2)cc1,8%,3%,-0.65,1195,i,4,-10,959,0.11,0.52,0.66,-1.2,4.9%,0.1%,5.4,4.0,4.3
COc1ccc(C(c2nnnn2C2CCCC2)N2CCc3ccccc3C2)cc1OC (stereo unspecified),1%,-9%,0.29,1212,i,0,-2.3,1134,0.4,-0.13,0.67,-1.5,-0.9%,0.1%,1.9,2.6,8.3
O=C(Nc1ccccc1C(F)(F)F)c1cc(S(=O)(=O)N2CCOCC2)ccc1F,-10%,8%,/,/,i,1,-3.2,1007,-1.3,-0.17,-0.87,0.24,-1.3%,0.2%,2.4,2.9,7.6
O=C1NC(c2cccs2)Nc2sc3c(c21)CCCC3 (stereo unspecified),-5%,2%,0.84,1778,i,2,-1.1,1063,0.8,-0.18,0.46,0.0061,-3.6%,-0.5%,1.9,3.0,26
O=C(Nc1ccccc1)c1ccc(S(=O)(=O)N2CCCCC2)cc1,-7%,2%,-0.16,1313,/,/,-4.0,1208,1,0.086,1,-1.4,2.4%,0.3%,7.4,1.3,6.2
CC1(C)CC(=O)C(C=NCCN2CCN(CCc3ccccc3)CC2)=C(O)C1,10%,9%,/,/,i,-5,0.6,503,-0.98,-0.27,-0.68,1.3,-2.4%,5.2%,3.0,2.7,7.3
COc1ccccc1NS(=O)(=O)c1cc(NC(=O)CNC(=O)c2cc(C)cc(C)c2)ccc1C,-7%,-5%,-0.69,1280,i,-7,-0.3,916,0.51,0.013,0.69,-0.53,-2.7%,1.5%[50 µM],3.3,2.0,12
Cc1ccc2nc(Nc3ccc4[nH]c(=O)[nH]c4c3)c(-n3nc(C)cc3C)nc2c1,14%,6%,-0.14,1215,i,-12,/,/,-4.4,16,1.4,-1.3,/,2.5%,3.5,1.4,2.3
Cc1nnc(SCC(=O)N(CC(C)C)c2c(N)n(CC(C)C)c(=O)[nH]c2=O)n1-c1ccccc1,-1%,1%,/,/,i,-3,0.7,1051,1.4,-0.24,0.68,-0.37,0.0%,-2.0%,2.2,2.1,4.5
O=C1CC(N2CCN(c3cccc(C(F)(F)F)c3)CC2)C(=O)N1c1ccccc1F (stereo unspecified),0%,15%,0.23,1102,i,3,-6.4,1023,-1.2,-0.044,-0.38,-0.3,3.4%,0.7%,3.2,2.1,1.9

# 2 entries picked at random from the list so far, as already listed:
SMILES,P. falciparum M17LAP,P. falciparum M1AAP,Ins promoter up,Ins promoter up cell count,Autophagy HCS,Autophagy HCS cell loss 18 h,b-catenin transl,b-catenin transl cell count 5 µM,Dynein transport,Dynein transport cytoplasmic EGFP,Dynein transport nuclear GR-EGFP,Dynein transport cell count,ER stress rescue,UTI89 phage lysis,MT stabilize HCS,MT stabilize HCS Hoechst-high %,MT stabilize HCS cytotoxicity %
Cc1ccc2nc(Nc3ccc4[nH]c(=O)[nH]c4c3)c(-n3nc(C)cc3C)nc2c1,14%,6%,-0.14,1215,i,-12,/,/,-4.4,16,1.4,-1.3,/,2.5%,3.5,1.4,2.3
Cc1nnc(SCC(=O)N(CC(C)C)c2c(N)n(CC(C)C)c(=O)[nH]c2=O)n1-c1ccccc1,-1%,1%,/,/,i,-3,0.7,1051,1.4,-0.24,0.68,-0.37,0.0%,-2.0%,2.2,2.1,4.5
